# High-throughput results as filed in PubChem.
# TbREL1 inh: TbREL1 inhibition, primary screen | inhibition, % at 9.66 µM | TbREL1 RNA ligation, FRET fluorescence | actives 0.49% (n = 89,000) | AID 1117264 | P86926;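 active = inhibition above the mean inhibition across all screened compounds plus 3 SD, cut at about 11% in these data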;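 also: 0% = plate median of test wells and 100% = NSC42067 control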
# Target sequence (P86926 whole entry, looked up): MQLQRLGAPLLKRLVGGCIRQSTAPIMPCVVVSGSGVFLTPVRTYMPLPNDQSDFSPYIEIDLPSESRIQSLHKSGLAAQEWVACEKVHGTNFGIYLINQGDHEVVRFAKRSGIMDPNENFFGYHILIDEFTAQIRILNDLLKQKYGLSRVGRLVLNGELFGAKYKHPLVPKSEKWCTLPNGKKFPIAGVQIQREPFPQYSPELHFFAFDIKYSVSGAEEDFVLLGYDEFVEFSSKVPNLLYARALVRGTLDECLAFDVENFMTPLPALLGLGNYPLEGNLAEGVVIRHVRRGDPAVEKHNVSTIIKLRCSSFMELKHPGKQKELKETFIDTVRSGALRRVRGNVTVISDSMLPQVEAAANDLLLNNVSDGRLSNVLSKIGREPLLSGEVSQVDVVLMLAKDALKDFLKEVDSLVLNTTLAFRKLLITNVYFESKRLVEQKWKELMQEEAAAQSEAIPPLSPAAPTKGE
# * = called active by the depositor.
structure	TbREL1 inh
COc1ccc(N2CCN(C(=O)C3CCN(C(=O)c4ccccc4Cl)CC3)CC2)cc1	-10
COC(=O)Cn1nc(-c2ccccc2)c2cccc(C(F)(F)F)c21	3
CC(=O)N(CCC1(c2ccc(C)cc2)CCOC(C(C)C)C1)Cc1ccco1 (stereo not drawn)	-2
NS(=O)(=O)c1ccc(N=Cc2ccc(Br)s2)cc1	1
Fc1ccc(CNC(=S)NC2CCCCCC2)cc1	-7
O=C(O)c1ccccc1Sc1ccccc1S(=O)(=O)NC1CCCCC1	0
COc1cccc(CNC(=O)Cn2cc3c(n2)CCCCC3)c1	-2
COC(=O)c1ccc(Oc2c(Cl)cccc2[N+](=O)[O-])cc1	7
CCOc1ccc(NC(=O)CN(C)C(=O)c2ccc(OCC(=O)N3CCOCC3)c(OC)c2)cc1OCC	0
Cc1ccc(C(=O)CN2C(=O)NC3(CCOc4ccccc43)C2=O)s1 (stereo not drawn)	1
COC(=O)[C@]1(CC(C)C)N[C@H](c2ccc(SC3CCCCC3)cc2)[C@@H]2C(=O)N(C)C(=O)[C@@H]21	-1
O=C(CN1CCCCCC1)Nc1cccc2c1OCO2	2
COc1cccc(/C=C/C(=O)OCC(=O)NCCC2=CCCCC2)c1OC	-3
COc1ccc(NC(=O)COc2ccc3oc(=O)cc(C)c3c2)cc1	0
Cc1ccc(S(=O)(=O)N2CCCC2c2nc3ccccc3s2)cc1 (stereo not drawn)	-1
Cc1cc2c(ncn2C(C)C)c(N)c1C	-5
CCN(CC)CCNC(=O)c1cn(CC)c2ccc(S(=O)(=O)N(C)C)cc2c1=O	1
COc1ccc(CNC(=O)O[C@H]2CC[C@@]34CCCN3C(=O)CCC[C@H]4C2)cc1OC	1
O=C(CCCN1C(=O)/C(=C\c2cccs2)SC1=S)Nc1cccc(C(=O)O)c1	-4
CC1CCCN(C(=O)C2CCN(C(=O)Nc3ccccc3)CC2)C1 (stereo not drawn)	-1

# 7 compounds drawn at random from those above, as already listed:
structure	TbREL1 inh
CCN(CC)CCNC(=O)c1cn(CC)c2ccc(S(=O)(=O)N(C)C)cc2c1=O	1
O=C(CN1CCCCCC1)Nc1cccc2c1OCO2	2
COc1cccc(CNC(=O)Cn2cc3c(n2)CCCCC3)c1	-2
COC(=O)Cn1nc(-c2ccccc2)c2cccc(C(F)(F)F)c21	3
COc1ccc(CNC(=O)O[C@H]2CC[C@@]34CCCN3C(=O)CCC[C@H]4C2)cc1OC	1
COC(=O)[C@]1(CC(C)C)N[C@H](c2ccc(SC3CCCCC3)cc2)[C@@H]2C(=O)N(C)C(=O)[C@@H]21	-1
O=C(O)c1ccccc1Sc1ccccc1S(=O)(=O)NC1CCCCC1	0

# Later entries
structure	TbREL1 inh
S=C1NC2(CCCCC2)N=C1c1ccccc1	-3
O=C(c1nsc(Cl)c1Cl)N1CCCCC1	3
C=C1CCN([C@@H](Cc2ccccc2)C(=O)NCc2ccc(Cl)cc2)S(=O)(=O)c2ccccc21	1
CCCCCCC1CC(=O)NC(=O)N1 (stereo not drawn)	0
Cc1ccc2c(c1)N(CC(=O)N1CCCCC1)C(=O)CO2	-3
Cn1sc(NC(=O)c2ccc(Cl)cc2)nc1=O	1
CCC(C)NS(=O)(=O)c1ccc(F)c(C(=O)Nc2c(F)cc(F)cc2Br)c1 (stereo not drawn)	19*
CC1(C)CC(=O)C(C(c2cccnc2)C2C(=O)CC(C)(C)CC2=O)C(=O)C1	0
OCC[C@H]1C[C@H](O)[C@@H](O)[C@@]2(Cc3ccccc3CO2)O1	1
CC(C)On1c(SC(C)C)nc2ccccc2c1=O	5
COc1ccc(-c2nnc(SCc3nnc(-c4ccccc4)o3)n2-c2ccccc2)cc1	1
COc1ccccc1NS(=O)(=O)c1cc(C(=O)NCC(c2ccco2)N(C)C)ccc1C (stereo not drawn)	-3
CC(C)(C)NC(=O)C(c1cccc2ccccc12)n1c(=O)c(-c2cc3ccccc3[nH]2)nc2ccccc21 (stereo not drawn)	1
N=c1ccn(Cc2ccc(Cl)cc2)cc1	3
Cn1c(CC(=O)Nc2ccccc2F)nnc1SCC(=O)Nc1ccccc1Br	4
O=C(Nc1ccc(Br)cc1)Nc1cnccn1	1
CCOC(=O)C1=C(COC(=O)CNC(=O)c2ccc(C)cc2)NC(=O)NC1C (stereo not drawn)	1
O=C(CCN1CCN(Cc2ccccc2)CC1)Nc1ccc(OCc2ccccc2)cc1	-4
Cc1ccc(C)c(OCCCNCc2ccccc2)c1	10
C/C(=N/NS(=O)(=O)c1ccc(C)cc1)[C@H]1C[C@@H]1c1ccccc1	0

# Among those listed so far, 2 have a furan ring, fused or not:
structure	TbREL1 inh
CC(=O)N(CCC1(c2ccc(C)cc2)CCOC(C(C)C)C1)Cc1ccco1 (stereo not drawn)	-2
COc1ccccc1NS(=O)(=O)c1cc(C(=O)NCC(c2ccco2)N(C)C)ccc1C (stereo not drawn)	-3

# Next results follow:
structure	TbREL1 inh
O=C(NC(=S)Nc1cccc2cccnc12)c1ccccc1	-3
CCOCCCNC(=O)CSc1nc2nc(C)c(Cc3ccccc3)c(C)n2n1	-1
C/C=C(/C)C(=O)O[C@@H]([C@H](O)c1cc2ccc(=O)oc2cc1OC)C(C)(C)O[C@@H]1O[C@H](CO)[C@@H](O)[C@H](O)[C@H]1O	7
Cc1nnc2ccc(N3CCN(c4ccccn4)CC3)nn12	1
CC(C)CCNC(=O)[C@@H](Cc1ccccc1)NC(=O)[C@H]1O[C@@H](n2ccc(=O)[nH]c2=O)[C@H](O)[C@@H]1O	-1
Cc1cc(NC(=O)CSCC(=O)N2CCN(c3cccc(C(F)(F)F)c3)CC2)no1	1
Cc1ccc(C)n1-c1ccc(N2CCOCC2)c([N+](=O)[O-])c1	-6
COc1ccc(Nc2ncc3c(n2)CC(c2ccccc2)CC3=O)cc1 (stereo not drawn)	-4
CCN(c1ccccc1)S(=O)(=O)c1cccc(C(=O)NCC(c2ccco2)N2CCCCC2)c1 (stereo not drawn)	2
CC1CCN(S(=O)(=O)c2ccc(NC(=O)CN3CCN(C)CC3)cc2)CC1	3
O=S(=O)(N[C@@H]1CCCC[C@@H]1N1CCOCC1)c1ccc(Cl)cc1	-1
COc1ccc(Cl)cc1NC(=O)CSc1nnc(COc2ccccc2)n1N	1
CC(C)C(C(=O)NC1CCCC1)N1CCN(c2ncccc2C#N)CC1 (stereo not drawn)	1
CCCCn1nnnc1C1c2ccccc2OCC(=O)N1Cc1ccc2c(c1)OCO2 (stereo not drawn)	1
CCCOc1ccccc1N1C(=O)CC(N2CCOCC2)C1=O (stereo not drawn)	-1
CC(CCO)Nc1nc2c(c(=O)n(C)c(=O)n2C)n1Cc1cccc(Br)c1 (stereo not drawn)	1
COc1ccccc1C1=NOC(C)(c2nnc(-c3cccc(Cl)c3)o2)C1 (stereo not drawn)	6
Cc1ccc(C(C(=O)NCCc2ccccc2)N(C(=O)c2csnn2)C2CC2)cc1 (stereo not drawn)	-1
CN(C)c1ccc(/C=N\NC(=O)c2cccc(S(=O)(=O)N(C)C)c2)cc1	-5
CCOC(=O)/C(C#N)=C(C)/C=C1\Sc2ccccc2N1CC	-3
O=C(NCc1ccccc1)C(c1ccc(F)cc1)N1CCN(c2ccccc2F)CC1 (stereo not drawn)	-2
CCCCOC(=O)Nc1ccccc1C(=O)OC	2
Nc1ncnc2c1ncn2[C@@H]1O[C@H](COS(=O)(=O)O)[C@@H](O)[C@H]1O	-1
COCC(=O)Nc1ccc(S(=O)(=O)Nc2ccccn2)cc1	-3
CC1(C)C(=O)N(OCc2ccccc2)C(C)(C)C(=O)N1OCc1ccccc1	1
COc1ccc(-c2sc3ccccc3c2C#CCO)cc1	0
COc1cc([N+](=O)[O-])ccc1NC(=O)Nc1ccc(C(=O)N2CCCC2)cc1	-1
Cn1c(N)c(C(=O)COC(=O)COc2ccc3ccccc3c2)c(=O)n(C)c1=O	-4
Cc1cc(Br)cn2c(Cc3ccccc3C(F)(F)F)c(-c3ccc(Cl)cc3)nc12	0
CC(C)CC(O)C1CCN(C(=O)CCc2nnc(-c3ccccc3)o2)CC1 (stereo not drawn)	-2

# Other entries follow.
molecule	TbREL1 inh
CC(C)(C)OC(=O)N[C@@H](Cc1ccccc1)[C@H](O)c1ccco1	4
CCOc1ccccc1C1C(C(=O)Nc2ccccc2OC)=C(C)Nc2nc(CCCO)nn21 (stereo not drawn)	-2
Cc1cc(NC(=O)CCC(=O)N(CC(=O)NC2CCCC2)c2ccc(C)c(F)c2)no1	0
Cn1cccc1Cc1nnc(SCC(=O)NCc2ccc(F)cc2)n1-c1ccc(F)cc1	-5
Cc1ccc(S(=O)(=O)N2[C@@H](c3cccc(Cl)c3)C(C(=O)OC(C)(C)C)=CC[C@H]2c2cccc(Cl)c2)cc1	-1
CC1(C)Cc2nc3oc4c(=O)n(CC(=O)Nc5ccc(Cl)cc5)cnc4c3cc2CO1	2
CCOc1ccc(OCC)c(NC(=O)CCCN2C(=S)NC(C)(C)CC2C)c1 (stereo not drawn)	-5
COc1cc(OC)cc(C(=O)NNC(=O)c2ccc(S(=O)(=O)N(C)c3ccccc3OC)cc2)c1	-3
COc1ccccc1CNC(=O)C(c1ccccc1)c1ccccc1	-1
CC(C)CC1(C2CCCC2)NC(=O)NC1=O (stereo not drawn)	2
CCc1cc(=O)oc2cc(OCC(=O)N(CC)CC)c(Cl)cc12	-2
CC(c1ccccc1)N1C(=O)c2ccc(C(=O)NCc3ccco3)cc2C1=O (stereo not drawn)	-3
COc1ccc(-c2csc(NC(=S)NC(=O)c3cc4ccccc4o3)n2)cc1Br	8
Cc1c(C)n2c(SCC(=O)NC3CCCC3)nnc2[nH]c1=O	-1
Cc1ccc(NC(=O)C(C)OC(=O)c2nc(Cl)ccc2Cl)cc1S(=O)(=O)N1CCOCC1 (stereo not drawn)	0
O=C(COc1ccc(S(=O)(=O)N2CCCC2)cc1)N1CCCCC1	5
Cc1cc(=O)n2c3ccccc3n(CC(O)CN3CCOCC3)c2c1C#N (stereo not drawn)	1
O=C(C[C@@H]1C/C=C/CC[C@@H](Cc2ccc(F)cc2)C(=O)OC[C@H](Cc2ccccc2)NC1=O)N[C@H](CO)Cc1ccccc1	-3
Cc1[nH]c2ccccc2c1/C=N/NC(=O)Cc1cccs1	0
O=S(=O)(Nc1ccc(Cc2ccncc2)cc1)c1ccc(Br)cc1	-1
COc1cc2c(cc1OC)CN(S(=O)(=O)c1cccs1)CC2	0
O=S1(=O)CCC(N=Cc2cc(Br)ccc2O)C1 (stereo not drawn)	4
COc1ccc(C(CNc2ccc(C(F)(F)F)cn2)N(C)C)cc1OC (stereo not drawn)	-2
CCOC(=O)C1=C(C)c2ccccc2OC1(C(=O)OCC)C(C)C (stereo not drawn)	-1
COc1ccc(-c2csc(Nc3ccccc3)[n+]2CC(O)c2ccc([N+](=O)[O-])cc2)cc1 (stereo not drawn)	4
O=C(CSc1nnc(CN2CCCCCC2=O)n1-c1ccccn1)NCC(F)(F)F	-2
CCOC(=O)c1c(NC(=O)c2cc(-c3cccc(O)c3)on2)sc(C(C)=O)c1C	0
CCC(CC)(CC(=O)Nc1cccc(/C=C/c2nc(C3CCC3)cs2)c1)C(=O)O	4
Cc1ccc(NC(=O)CNc2cccc(C)c2C)c(C)c1	-2
CC(C)(C)OC(=O)C[C@@H]1C/C=C\C[C@H](CC(=O)NCCO)C(=O)N[C@@H](Cc2ccccc2)COC1=O	-1
Cc1cccc(NC(=O)C2CCCN2C(=O)NC2CCCCC2)c1 (stereo not drawn)	-2
Cc1ccc(N2CC(C(=O)OCC(=O)C(C)(C)C)CC2=O)cc1 (stereo not drawn)	-3
COc1ccc(N2CCN(C(=O)c3ccc(CS(=O)(=O)c4ccc(OC)cc4)o3)CC2)cc1	-5
Cc1c(C(=O)Nc2ccc3c(c2)CCC3)cccc1[N+](=O)[O-]	1
Cc1cc(N2C(=O)c3ccc(C(=O)Nc4ccc(O)cc4C(=O)O)cc3C2=O)no1	7
O=C(CSc1nnnn1-c1ccc(O)cc1)NC1CCCCC1	0
COc1ccc(CC(=O)OC(C)CN2CCCC2)cc1 (stereo not drawn)	3
CCOC(=O)N1CCN(CC(=O)Nc2c(C(=O)OC)[nH]c3cc(C)ccc23)CC1	-1
COc1ccc(N2C(=O)c3ccccc3NC23C(=O)N(C)c2ccccc23)cc1 (stereo not drawn)	0
COC(=O)[C@]12C[C@H](CC(=O)NCc3cccc(C(F)(F)F)c3)C(=O)N(Cc3ccco3)C1=C[C@H](C1CCCC1)O[C@@H]2C	-6
O=C(O)CC(=O)Nc1ccccc1C(=O)O	3
COc1ccc(Nc2nc(C)cc(C)n2)cc1Cl	2
O=C(NN1C(=O)c2ccc(-c3ccc4c(c3)C(=O)N(NC(=O)c3cccnc3)C4=O)cc2C1=O)c1cccnc1	-2
CCN(CC)CCC(c1ccc2c(c1)OCO2)c1c(OC)cc(OC)c2c(-c3ccccc3)cc(=O)oc12 (stereo not drawn)	6
CN(Cc1cccnc1)Cc1cn(C)nc1-c1cccc(Cl)c1	-2
CC(C)Cn1c(C(C)C)nc([N+](=O)[O-])c1S(=O)(=O)c1ccc(F)cc1	0
Nc1[nH]c(C(=O)c2ccc(Br)cc2)c(-c2ccc(Br)cc2)c1C(=O)N1CCCCC1	-3
COC(=O)c1cc2occc2n1Cc1nc(-c2ccc(Cl)cc2)oc1C	6
O=C(Nc1nc2c(s1)CCCC2)c1ccc(Br)s1	3
Cc1cccc(NC(=S)N2CCC(NC(=O)c3cccc(F)c3)CC2)c1	-6

# Next part.
molecule	TbREL1 inh
CCCCCCCCN1C(=O)[C@@H](CC(=O)NCCCC)C[C@@]2(C(=O)OC)C1=C[C@H](COCc1ccccc1)O[C@@H]2C	-1
COc1ccc(-n2cnnc2SCc2csc(-c3ccccc3)n2)cc1	0
COc1ccc(-c2cc(C(=O)N3CCCc4ccccc43)no2)cc1OC	1
COc1ccccc1N1CCN(/N=C\c2sccc2C)CC1	0
Cc1cc(-c2cc(-c3ccc(Cl)cc3)nc(N)c2C#N)co1	3

# An excerpt, so the mix of outcomes need not match the whole.
